NR2E3 ag-1: NR2E3 agonists in two-hybrid cells, primary screen, cell-based, luminescence, CHO-S, Gal4-NCOR/VP16-NR2E3; 0.35% of 360,000 active; AID 602229, 2012; inhibition of corepressor binding, % at 3.98 µM; luciferase;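 active = inhibition above the mean of all tested compounds plus 3 SD, cut at about 70% in these data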;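 also: 0% = DMSO with NR2E3 transfected cells and 100% = cells lacking NR2E3 construct; higher means lower luciferase signal from less NR2E3 corepressor binding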
Target sequence (Q9Y5X4 whole entry, looked up, the tested form may be a part): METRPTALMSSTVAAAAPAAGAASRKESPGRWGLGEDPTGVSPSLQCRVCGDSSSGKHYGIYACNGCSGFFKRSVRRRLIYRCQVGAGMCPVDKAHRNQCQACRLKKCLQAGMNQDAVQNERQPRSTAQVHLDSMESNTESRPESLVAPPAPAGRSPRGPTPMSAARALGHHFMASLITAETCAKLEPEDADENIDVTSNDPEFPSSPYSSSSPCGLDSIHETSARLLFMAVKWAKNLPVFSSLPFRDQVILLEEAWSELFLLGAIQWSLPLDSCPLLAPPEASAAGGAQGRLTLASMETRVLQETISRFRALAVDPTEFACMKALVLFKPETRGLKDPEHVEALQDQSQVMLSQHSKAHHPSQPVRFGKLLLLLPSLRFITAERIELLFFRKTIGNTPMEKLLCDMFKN
PDI turbidity: inhibitors of human PDI, primary screen, biochemical, turbidity, single point, plate reader; Protein disulfide-isomerase (Homo sapiens), P07237; PDI insulin aggregation turbidity, A650, 90 min; inhibition, % at 10 µM; 0.052% of 350,000 active; AID 588391, 2011;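 active = mean inhibition across replicates of 30% or more, whatever share of single replicates reach that level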;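 also: absorbance from insulin aggregation driven by PDI reduction with DTT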
Target sequence (P07237 whole entry, looked up): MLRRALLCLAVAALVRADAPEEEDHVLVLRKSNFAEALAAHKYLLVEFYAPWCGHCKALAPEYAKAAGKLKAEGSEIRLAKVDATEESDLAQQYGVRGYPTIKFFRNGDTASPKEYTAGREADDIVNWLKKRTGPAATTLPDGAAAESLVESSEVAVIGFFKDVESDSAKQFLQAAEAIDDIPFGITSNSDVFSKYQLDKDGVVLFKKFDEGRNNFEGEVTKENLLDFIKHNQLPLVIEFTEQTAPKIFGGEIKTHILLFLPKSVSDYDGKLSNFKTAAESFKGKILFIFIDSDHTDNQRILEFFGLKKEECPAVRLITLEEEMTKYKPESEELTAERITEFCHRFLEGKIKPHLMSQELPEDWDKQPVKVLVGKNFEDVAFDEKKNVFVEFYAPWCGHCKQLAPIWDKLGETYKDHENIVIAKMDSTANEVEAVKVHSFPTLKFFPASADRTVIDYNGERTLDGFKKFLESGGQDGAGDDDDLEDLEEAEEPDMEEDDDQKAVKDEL
HIF-2a block: HIF-2a reporter inhibitors, primary screen, luminescence, 786-0 RCC cells | 786-0 RCC cells HIF-2a reporter, luciferase luminescence, overnight | inhibition, % at 18.8 µM | 0.72% of 360,000 active | AID 624352, 2012;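 active = inhibition of the luminescence signal of 40% or more relative to plate controls, in a single-dose primary screen at 18.75 µM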
aDG glyco act: activators of alpha-DG glycosylation, primary screen, uHTS, Pro5-aDG cells, AlphaScreen. alpha-DG glycosylation AlphaScreen (IIH6); 0% Pro5, 100% B10-LARGE cell signal. activation, % at 10 µM. 0.22% of 360,000 active;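 active = activation of at least 8% versus controls, or a plate z-score of at least 8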;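 also: Pro5 are CHO cells carrying HIG-tagged alpha-DG that lacks glycosylation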
Peg3 promoter: Peg3 promoter-driven luciferase inhibitors, primary screen, cell-based, HeLa, luciferase luminescence | HeLa PEG-Prom luciferase reporter, overnight | inhibition, % at 20 µM | 1.7% of 360,000 active | AID 588405, 2011;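 active = inhibition of at least 50% at 20 µM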
MITF TRPM1 inh: inhibitors of MITF-dependent TRPM1 promoter reporter, primary screen, cell-based, SK-MEL-5, single point, luciferase | SK-MEL-5 TRPM1 promoter luciferase, 24 h | inhibition, % at 12.5 µM | 0.83% of 330,000 active;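 active = mean inhibition across replicates of 60% or more, whatever share of single replicates reaches that level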; also: values of inactives mirror those of a sister screen read the other way
NR2E3 ag-2: inhibitors of NR2E3-RetCOR corepressor binding, primary screen, NR2E3 agonist project, biochemical, TR-FRET, GST-NR2E3, biotin-RetCOR. 0.12% of 320,000 active. AID 2300, 2010. 1536-well. inhibition of corepressor binding, % at 4.78 µM;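 active = percent inhibition above the cutoff of mean plus 3 SD of all tested compounds, set per screening campaign, cut at about 20% in these data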;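 also: 0% = DMSO wells and 100% = biotin wells as full block of FRET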
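Format: 1536-well format; test system: GST-NR2E3 and biotin-RetCOR proteins; read-out basis: percent inhibition of TR-FRET ratio; timing: 5 h incubation at 4 °C; detection: time-resolved FRET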
Vif inh: HIV Vif self-association inhibitors, primary screen, imaging, HEK293T, single point; HEK293T cells, Vif self-association by quenched fluorescence, 24 h; inhibition, % at 7.49 µM; 0.35% of 340,000 active; AID 602346, 2012; in the data active = inhibition above about 50%, passing the limit was not always enough; also: some results filed as inactive read as strong as hits
Exocytosis inh: LAMP-1 surface exposure blockers, TALL-104 cells – cell-based, flow cytometry, MLPCN library, primary screen; 0.66% of 360,000 active; TALL-104 LAMP-1 surface exposure; cells stimulated with thapsigargin and PMA; AID 651702, 2012; inhibition, % at 10 µM;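 active = inhibition above about 55%, limit read from the data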
iPSC survival up: enhancers of single-cell hiPSC survival, primary screen, ATPlite luminescence; 100% = ROCK inhibitor wells, 0% = DMSO; survival enhancement, % at 20 µM; 0.044% of 360,000 active; AID 602274, 2012; in the data active = survival enhancement above about 18%;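 also: cells exposed to compounds for 16 hours before the ATP read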
CaV13 FRET inh: Primary screen for inhibitors of IQ motif and Ca2+-dependent inactivation inhibitor domain binding in CACNA1D, Förster resonance energy transfer in living cells, …. 0.098% of 340,000 active. HEK cells, CFP/YFP FRET ICDI-IQ, plate reader, 10 min; percent FRET-ratio fall versus neutral wells. AID 743397. inhibition, % at 12.3 µM;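 active = mean replicate inhibition of at least 30% and at least 1% of replicates passing that level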;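 also: 0% = median of the neutral control wells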
The depositor's hits bear a star; . = not tested or not shown. This is a random part of the collection; overall some 3.5% were active at least once.

nr	smiles	NR2E3 ag-1	PDI turbidity	HIF-2a block	aDG glyco act	Peg3 promoter	MITF TRPM1 inh	NR2E3 ag-2	Vif inh	Exocytosis inh	iPSC survival up	CaV13 FRET inh
1	COc1cc(NC(=O)CN2C(=O)c3ccccc3C2=O)c(C(=O)O)cc1OC	-12	7	22	0.1	6	-1	0	-19	1	7.7	.
2	CC1CCN(S(=O)(=O)c2ccc(C(=O)N3CCN(c4ccccc4F)CC3)cc2)CC1	-13	-5	-1	0.3	19	5	-3	-4	-4	-0.8	-5
3	O=C(c1ccccc1F)N1CCN(Cc2nc3sc4c(c3c(=O)[nH]2)CCCC4)CC1	-13	16	10	0.0	10	7	3	-2	-25	0.2	-4
4	CCOC(=O)c1c(C)[nH]c(C)c1C(=O)COC(=O)c1c(OC)cccc1OC	24	1	6	0.1	13	0	1	-3	0	-1.9	-4
5	CCN(CC)S(=O)(=O)c1ccc(C)c(NC(=O)c2cc(C)oc2C)c1	-25	-2	12	0.6	19	13	-1	-6	-4	-0.6	-4
6	COc1ccc([C@@H]2CC(=O)[C@@H]3CN(S(=O)(=O)c4ccc(Cl)cc4)[C@H](c4ccc(C)cc4)C[C@@H]3N2S(=O)(=O)c2ccccc2)cc1	3	.	19	-0.2	14	.	.	1	-6	-0.8	-4
7	CN(Cc1ccccc1)C(c1ccnc2ccccc12)c1nnnn1-c1ccc2c(c1)OCCO2 (configuration not stated)	-17	.	7	0.4	.	.	.	.	-6	0.3	-10
8	Cc1cc(Cl)ccc1OCCCC(=O)NCCCn1ccnc1	8	-5	8	-0.1	20	7	-1	11	14	0.2	-19
9	Cc1ccc(CN(Cc2ccccn2)C(=O)Nc2c(F)cccc2F)cc1	-2	4	20	0.0	12	3	-3	-5	0	-0.1	-21
10	Cc1ccc(C)c(OCc2nnc(SCC(=O)NC(=O)NCc3ccco3)o2)c1	-10	8	8	-0.3	18	1	0	1	0	2.2	-7
11	Cc1c(NC(=O)c2cc(CC(C)C)on2)c(=O)n(-c2ccccc2)n1C	4	-7	6	-0.1	4	14	3	-1	-1	0.8	-6
12	Cc1cc(C)c(S(=O)(=O)Nc2c(C)n(C)n(-c3ccccc3)c2=O)cc1[N+](=O)[O-]	-2	-11	15	-0.1	10	5	.	-11	-2	-0.3	-1
13	C=CCn1c(COc2ccc3c(c2)CCCC3)nnc1SCC(=O)Nc1cccc(SC)c1	-18	1	-172	0.3	-5	-19	1	-6	0	4.0	-4
14	O=C(NCc1ccco1)c1cccc(-c2cncc3nccn23)c1	-21	6	4	0.3	6	.	.	0	-9	-1.1	-5
15	CCOC(=O)N1CCC(NC(=O)CCc2c(C)nc3c(c(C)nn3C(C)(C)C)c2C)CC1	-16	-5	5	0.7	24	12	0	-11	-1	0.8	-6
16	O=C(CSc1nnc(-c2ccccc2)o1)NC1CCS(=O)(=O)C1 (configuration not stated)	-14	-5	5	-0.1	5	6	2	-4	4	8.1	-5

Individual results from the list:
C=CCn1c(COc2ccc3c(c2)CCCC3)nnc1SCC(=O)Nc1cccc(SC)c1 – Peg3 promoter: -5
Cc1cc(C)c(S(=O)(=O)Nc2c(C)n(C)n(-c3ccccc3)c2=O)cc1[N+](=O)[O-] – CaV13 FRET inh: -1
Cc1ccc(CN(Cc2ccccn2)C(=O)Nc2c(F)cccc2F)cc1 – Exocytosis inh: 0
CCOC(=O)N1CCC(NC(=O)CCc2c(C)nc3c(c(C)nn3C(C)(C)C)c2C)CC1 – NR2E3 ag-2: 0
O=C(NCc1ccco1)c1cccc(-c2cncc3nccn23)c1 – aDG glyco act: 0.3

The listing continues.
nr	smiles	NR2E3 ag-1	PDI turbidity	HIF-2a block	aDG glyco act	Peg3 promoter	MITF TRPM1 inh	NR2E3 ag-2	Vif inh	Exocytosis inh	iPSC survival up	CaV13 FRET inh
17	O=C1NCCc2c1[nH]c1c(Cl)ccc(Cl)c21	-5	-4	38	-0.1	17	-15	0	-10	-2	-0.6	-1
18	CCCn1cc(S(=O)(=O)c2ccc(C)cc2)c(=O)c2cc(OC)c(OC)cc21	16	13	17	-0.1	19	-5	1	-6	-4	0.2	-5
19	COc1ccc(-n2cc(CNCC3CC(=O)N(C4CC4)C3)c(-c3ccccc3Cl)n2)cc1 (configuration not stated)	12	1	-6	-0.1	15	-6	-3	-4	0	-1.4	0
20	COc1ccc(C)cc1NC(=O)CCNS(=O)(=O)c1ccc2c(c1)CC(C)N2C(C)=O (configuration not stated)	-11	-7	16	0.0	8	3	0	0	-3	0.2	-15
21	COc1ccc(Br)cc1CNC(=O)CCC(=O)n1nc(C)c2ccccc21	-7	3	9	-0.3	3	5	-2	3	17	0.8	-3
22	CN(C)C(CNC(=O)C1CCN(S(=O)(=O)c2ccccc2)CC1)c1ccccc1 (configuration not stated)	-15	3	-7	0.1	-4	0	0	-4	-5	1.7	-6
23	CSCC[C@H]1COC[C@@H](Cc2ccccc2)N1c1ccccc1	-4	-7	3	0.0	13	.	.	1	-1	-1.5	-4
24	CC1CCCCN1C(=O)Cc1ccc(Cl)cc1 (configuration not stated)	-53	-3	-95	0.0	-59	-24	-3	-5	0	3.3	-4

Next section, starting with the last 4 of the part before.
nr	smiles	NR2E3 ag-1	PDI turbidity	HIF-2a block	aDG glyco act	Peg3 promoter	MITF TRPM1 inh	NR2E3 ag-2	Vif inh	Exocytosis inh	iPSC survival up	CaV13 FRET inh
21	COc1ccc(Br)cc1CNC(=O)CCC(=O)n1nc(C)c2ccccc21	-7	3	9	-0.3	3	5	-2	3	17	0.8	-3
22	CN(C)C(CNC(=O)C1CCN(S(=O)(=O)c2ccccc2)CC1)c1ccccc1 (configuration not stated)	-15	3	-7	0.1	-4	0	0	-4	-5	1.7	-6
23	CSCC[C@H]1COC[C@@H](Cc2ccccc2)N1c1ccccc1	-4	-7	3	0.0	13	.	.	1	-1	-1.5	-4
24	CC1CCCCN1C(=O)Cc1ccc(Cl)cc1 (configuration not stated)	-53	-3	-95	0.0	-59	-24	-3	-5	0	3.3	-4
25	COc1ccc(CNCc2cccc(OC)c2OC)cc1Br	-2	1	11	0.3	3	13	0	-2	-2	2.2	0
26	O=C(O)c1cccc(S(=O)(=O)N(Cc2ccccc2)c2cccc(C(F)(F)F)c2)c1	-17	-4	6	0.1	6	-11	-1	-6	4	1.8	-4
27	COc1ccc(CCNC(=O)CCc2nc3ccccc3[nH]2)cc1OC	1	4	15	0.0	-1	-6	-4	17	-3	0.9	-13
28	COc1cc2[nH]c(=O)c(C(=O)NCc3ccc(C)cc3)c(O)c2cc1OC	-29	-1	-9	0.1	-10	.	.	6	0	6.0	-5
29	CCCCN(CC)CCCNC(=O)c1cc2c(=O)n(CC)c3ccccc3c2s1	10	10	-15	0.3	89*	69*	1	5	33	0.1	-9
30	CCOc1ccc(Br)cc1S(=O)(=O)Nc1cccc(S(=O)(=O)N(C)C)c1	-22	7	18	0.0	17	7	-1	-10	-2	1.6	-5
31	CC(C)(C)NS(=O)(=O)c1ccc(CCC(=O)Nc2ccc3c(c2)OCO3)cc1	16	-3	0	0.3	10	-2	2	5	10	-0.1	.
32	COc1ccccc1NC(=O)CCCc1c[nH]c2ccccc12	-9	2	-31	-0.1	-2	-1	4	-2	-3	5.3	-4
33	Cc1ccc(C(=O)OCC(=O)NCC2CCCO2)c(C)c1 (configuration not stated)	9	0	-6	0.1	2	-7	0	1	-2	2.4	2
34	COc1ccc(C(=O)N/N=C/C(C)c2ccccc2)cc1OC (configuration not stated)	-20	4	0	-0.1	5	-9	-3	.	-1	0.1	-5
35	COC(=O)C1CCN(C(=O)COC(=O)Cc2c[nH]c3ccccc23)CC1	3	1	9	0.0	20	16	-2	1	1	-1.0	-1
36	O=c1sc(Nc2ccccc2)nc2ccsc12	-65	14	-231	-0.2	-229	-71	1	12	0	0.9	-5
37	N/C(=N\N=C\c1ccc2c(c1)OCO2)SC1CC(=O)N(c2ccc(C(=O)O)cc2)C1=O (configuration not stated)	-6	-16	23	-0.1	16	24	0	13	-2	0.1	1
38	Oc1ccc(-c2cnc3ccccc3n2)cc1	-83	7	-281	0.2	-217	-99	-2	-12	-3	-0.7	-4
39	COc1cc(NC(=O)Cn2cnc3c(OCc4ccccc4)ncnc32)cc(OC)c1OC	-7	1	-9	0.3	-4	2	.	12	-5	-0.9	-6
40	Cc1ccc(-c2nc3ccccc3nc2Cl)cc1	12	-4	-13	0.0	-16	-12	3	-2	0	0.4	3
41	Cc1oc(-c2cc(F)ccc2F)nc1CN1CCN(c2ncnc3ccccc23)CC1	20	16	26	3.6	15	20	6	-19	2	-0.1	-4
42	O=C(NCc1ccncc1)Nc1ccccc1Cl	4	-1	-1	0.2	0	13	-1	2	-1	-4.1	-6
43	CCCCCCCCS(=O)C1CCS(=O)(=O)C1 (configuration not stated)	-13	4	5	0.2	8	0	6	4	-1	-3.0	0
44	CCn1c(COc2ccc3ccccc3c2C)nnc1SCC(=O)Nc1cccc(C(=O)O)c1	1	0	2	1.6	15	1	6	1	20	-0.4	-6
45	Cc1[nH]c(C)c(S(=O)(=O)N(C)Cc2ccccc2)c1C(=O)N1CCCCC1	14	3	14	0.1	4	12	2	-2	1	-0.1	-16
46	Cc1cc(=O)oc2c3c(ccc12)OC/C3=N/N	-22	-3	6	-0.1	2	11	-2	0	0	-0.4	-12
47	COC(=O)c1cn(NC(=O)C2CCC(C(C)(C)C)CC2)c(=O)c2ccccc12 (configuration not stated)	3	-1	11	-0.1	-1	2	2	6	3	4.1	.
48	O=C(Nc1ccccc1)N(Cc1cccs1)C1CCCC1	-24	1	5	0.5	6	-5	3	7	0	1.3	-4
49	CC(C(=O)c1ccc(-c2ccccc2)cc1)[n+]1ccccc1 (configuration not stated)	5	-2	7	0.4	11	31	0	2	0	-0.1	-2
50	CCn1c(SCC(=O)Nc2ccc(C)cc2)nnc1-c1ccccn1	-33	-3	-8	0.1	0	-8	2	0	0	-0.4	-4
51	CC(C)(C)c1ccc(CNC(=O)c2ccc3c(c2)NC(=O)CO3)cc1	-28	10	10	0.0	0	9	0	-8	-1	-0.2	-7

Some of the entries above in a different format.
Under each structure: NR2E3 ag-1	PDI turbidity	HIF-2a block	aDG glyco act	Peg3 promoter	MITF TRPM1 inh	NR2E3 ag-2	Vif inh	Exocytosis inh	iPSC survival up	CaV13 FRET inh
[31] CC(C)(C)NS(=O)(=O)c1ccc(CCC(=O)Nc2ccc3c(c2)OCO3)cc1
  16	-3	0	0.3	10	-2	2	5	10	-0.1	.
[42] O=C(NCc1ccncc1)Nc1ccccc1Cl
  4	-1	-1	0.2	0	13	-1	2	-1	-4.1	-6
